# MrgX1 PAM: allosterically activates human MrgX1 receptor signaling; Q96LB2; B-score at 10 µM; AID 588675; MrgX1-HEK293, Fluo-4 calcium flux, FDSS; stronger effect = higher value; hit rate 0.63% among 310,000;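 active = plate-corrected calcium response at least 3 library SD above typical, normal starting fluorescence, not activating the receptor alone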;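 note: compound read alongside a low EC10 to EC30 dose of BAM8-22 agonist; peak minus trough fluorescence over baseline measured at the second addition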
# RGS4 inh: inhibitors of human RGS4; HEK293 M3R/RGS4 inducible, Fluo-4 calcium flux; stronger effect = higher value; triggered by carbachol at its EC20; P49798; B-score at 10 µM; hit rate 0.45% among 310,000; AID 463165;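 active = B-score, a plate-corrected calcium signal, over three deviations above library mean, with baseline fluorescence within five deviations of library mean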;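 note: RGS4 expression induced by doxycycline in cells with stable M3 receptor; B-score is computed from the integrated fluorescence ratio over baseline after carbachol; higher B-score means a larger calcium signal and so more RGS4 inhibition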
# TRPC4 potent: TRPC4 (mouse) allosteric potentiation | B-score at 10 µM | hit rate 0.42% among 310,000 | Q9QUQ5 | AID 2227 | HEK293 TRPC4beta/mu-opioid, DAMGO EC20, Fluo-4 Ca2+ flux; stronger effect = higher value;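 active = B-score of calcium response area above 5 SD of library B-scores, with initial fluorescence ratio within 5 SD of library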;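 note: B-score of integrated fluorescence ratio over time as area under calcium response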
# TRPC6 activator: activates the mouse TRPC6 cation channel; Q61143; HEK293-TRPC6 membrane potential dye fluorescence; stronger effect = higher value; B-score at 10 µM; hit rate 0.13% among 310,000;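 active = B-score of the integrated fluorescence ratio above library mean plus 3 SD, and starting fluorescence ratio within library mean plus 5 SD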;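 note: higher score means more depolarization so channel activation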
# MrgX1 ag: agonists of human MrgX1 receptor | Q96LB2 | MrgX1-HEK293 cells, Fluo-4 calcium fluorescence, agonist mode; stronger effect = higher value | B-score at 10 µM | hit rate 0.44% among 310,000 | AID 588627;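 active = calcium response B-score plate-corrected fluorescence ratio at least 3 library SD, with starting fluorescence B-score inside 5 SD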
#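 Material: MrgX1-expressing HEK293 cells; input: 15,000 cells per well; doses: test compound given as first of three sequential additions; schedule: overnight plating before 1 h dye loading; technique: Fluo-4 NW calcium-flux fluorescence, kinetic read; evaluation: baseline-normalised fluorescence change ratio, B-scored; control set: plate-wise positive and negative controls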
# TRPC4 act: TRPC4 (mouse) channel activation; Q9QUQ5; HEK293 TRPC4beta/mu-opioid, Fluo4 calcium fluorescence; stronger effect = higher value; B-score at 10 µM; hit rate 0.49% among 310,000; AID 2237;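 active = B-score above 5 SD of library B-scores, and initial fluorescence ratio not above library mean plus 5 SD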;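 note: positive B-score marks a calcium rise read as TRPC4 activation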
#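 Assay system: HEK293 stable line with TRPC4beta plus mu-opioid receptor. Times: dye 45 min RT, read 110 s. Measured by: kinetic Fluo4 calcium fluorescence. Measure: B score of integrated ratio. Controls: assay buffer as low control, maximal DAMGO as high control.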
# ANO1 activ: activators or potentiators of mouse TMEM16A chloride channel; hit rate 0.3% among 340,000; Q8BHY3; B-score at 10 µM; HEK293 TMEM16A/YFP-H148Q/I152L, iodide quench fluorescence; stronger effect = lower value;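 active = fluorescence-ratio B-score plate-corrected deviation score at least 3 library SD below zero, with starting fluorescence score within 5 deviations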;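 note: channel opened by trigger with iodide after compound preincubation; score built on the fluorescence ratio of max minus min over baseline; more negative score means more quench and so TMEM16A activation or potentiation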
# Target sequence (Q8BHY3 whole entry, looked up): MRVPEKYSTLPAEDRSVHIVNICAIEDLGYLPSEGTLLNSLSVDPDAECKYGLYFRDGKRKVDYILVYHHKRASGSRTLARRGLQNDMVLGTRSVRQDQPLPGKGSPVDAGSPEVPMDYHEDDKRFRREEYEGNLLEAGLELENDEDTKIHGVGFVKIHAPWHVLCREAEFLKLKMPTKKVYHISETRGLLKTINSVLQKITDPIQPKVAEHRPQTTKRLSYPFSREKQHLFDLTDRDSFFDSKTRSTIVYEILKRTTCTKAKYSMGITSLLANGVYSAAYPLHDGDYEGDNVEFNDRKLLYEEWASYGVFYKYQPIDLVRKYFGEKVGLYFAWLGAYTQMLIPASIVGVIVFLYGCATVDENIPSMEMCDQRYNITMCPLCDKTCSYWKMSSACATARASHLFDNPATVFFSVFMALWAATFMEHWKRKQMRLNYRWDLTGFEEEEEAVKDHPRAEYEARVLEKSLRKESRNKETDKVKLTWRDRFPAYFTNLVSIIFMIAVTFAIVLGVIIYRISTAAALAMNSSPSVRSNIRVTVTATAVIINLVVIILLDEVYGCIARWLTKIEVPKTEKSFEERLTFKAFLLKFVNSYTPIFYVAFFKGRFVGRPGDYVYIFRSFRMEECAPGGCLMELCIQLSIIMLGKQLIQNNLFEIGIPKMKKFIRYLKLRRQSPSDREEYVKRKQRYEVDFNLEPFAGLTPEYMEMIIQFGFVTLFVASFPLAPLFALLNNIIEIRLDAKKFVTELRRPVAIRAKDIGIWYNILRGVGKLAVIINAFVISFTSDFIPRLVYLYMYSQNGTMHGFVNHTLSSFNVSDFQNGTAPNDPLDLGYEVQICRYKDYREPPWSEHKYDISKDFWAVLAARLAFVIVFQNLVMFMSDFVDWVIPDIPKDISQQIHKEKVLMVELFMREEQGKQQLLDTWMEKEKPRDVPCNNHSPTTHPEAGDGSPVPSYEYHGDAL
# ANO1 block: mouse TMEM16A channel inhibition, primary screen; Q8BHY3; HEK293 TMEM16A/YFP iodide influx fluorescence, ionomycin; normalized B-score (activity score, 25-100; higher = stronger inhibition) at 10 µM; hit rate 1.2% among 310,000; AID 588511;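 active = ratio plate-corrected score three or more library SD toward inhibition, starting fluorescence score within five deviations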;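 note: score derived from kinetic fluorescence span divided by baseline fluorescence per well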
# TRPC4 block: blocks the mouse TRPC4 cation channel; B-score at 10 µM; HEK293 TRPC4beta/mu-opioid, DAMGO-evoked Fluo4 calcium flux; stronger effect = lower value; Q9QUQ5; hit rate 0.39% among 300,000;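 active = B-score over 3 SD under the library average, no early fluorescence shift, positive overall ratio signal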
#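 Material: HEK293 cells with stable TRPC4beta plus mu-opioid receptor expression; probe or stimulus: DAMGO in two steps, submaximal then maximal; technique: Fluo4 calcium fluorescence by kinetic imaging, 5 s 1 Hz baseline; measure: integrated fluorescence ratio relative to baseline, converted to per-well B score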
# TRPC6 inh: mouse TRPC6 channel inhibition; AID 2553; B-score at 10 µM; Q61143; hit rate 1.1% among 310,000; HEK293-TRPC6, membrane potential dye, ACh-evoked depolarization; stronger effect = lower value;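 active = B-score under library mean minus 3 SD, initial fluorescence not abnormally high, positive integrated signal ratio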;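 note: B-score derived from integrated fluorescence ratio over the kinetic read; more negative B-score means stronger inhibition of depolarization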
# MrgX1 antagonist: antagonists of human MrgX1 receptor | Q96LB2 | MRGX1-HEK293 calcium flux, Fluo-4, BAM8-22 antagonism; stronger effect = lower value | B-score at 10 µM | hit rate 1.3% among 310,000 | AID 588676;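 active = calcium-response B-score plate-corrected more than 3 library SD below zero, starting fluorescence within 5 deviations, no agonist response on first addition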;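 note: peak minus trough fluorescence over baseline after final BAM8-22 challenge near maximal dose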
# Active calls of the source: *; i = inactive; / = not tested or not shown.
SMILES,MrgX1 PAM,RGS4 inh,TRPC4 potent,TRPC6 activator,MrgX1 ag,TRPC4 act,ANO1 activ,ANO1 block,TRPC4 block,TRPC6 inh,MrgX1 antagonist
C/C(CC(=O)Nc1cc(Cl)ccc1C)=N\NC(=O)C(=O)N1CCCC1,i,i,i,i,i,i,i,i,i,i,i
N=c1oc2cc(O)ccc2cc1C(=O)Nc1nc2ccccc2s1,i,i,i,i,i,i,i,i,i,i,i
CCCCCC(=O)Nc1ccc(N2CCN(S(C)(=O)=O)CC2)cc1,i,i,i,i,i,i,i,i,i,i,i
C/C(=N\NC(=O)CN(c1ccccc1Br)S(C)(=O)=O)c1cccs1,i,i,i,i,i,i,i,i,i,i,i
Cc1ccc(OCC(=O)NS(=O)(=O)c2ccc(Cl)cc2)cc1,i,i,i,i,i,i,i,i,i,i,i
Cc1cc(Cl)cc(Cl)c1CNc1c([N+](=O)[O-])c(=O)oc2ccccc12,i,i,i,i,i,i,i,i,i,i,i
COC(=O)C1=C(C)OC(N)=C(C#N)C1c1ccccc1 (stereo not given),i,i,i,i,i,i,i,i,i,i,i
CC(=O)Nc1ccc(OS(=O)(=O)c2ccc([N+](=O)[O-])cc2)cc1,i,i,i,i,i,i,i,i,i,i,i
O=C(c1ccc(F)cc1)N1CCC(N2CCCCCC2)CC1,i,i,i,i,i,i,i,i,i,i,i
Cc1ccc(Cn2cccc(NC(=O)NCc3ccccc3)c2=O)cc1,i,i,i,i,i,i,i,i,i,i,i
O=C(NNC(=O)C1CC1c1ccccc1)Nc1ccccc1 (stereo not given),i,i,i,i,i,i,i,i,i,i,i
N#CCSCC(=O)Nc1ccccc1,i,/,/,/,i,/,i,i,/,/,i
O=C(NCc1ccc(OC(F)(F)F)cc1)C1CC(c2ccccc2C(F)(F)F)=NO1 (stereo not given),i,i,i,i,i,i,i,i,/,i,i
CC(C)CCNC(=O)CN(Cc1ccccc1)C(=O)CCC(=O)Nc1nccs1,i,i,i,i,i,i,i,i,i,i,i
O=C(NCc1ccccn1)c1ccc(Cn2c(=S)[nH]c3ccccc3c2=O)cc1,i,i,i,i,i,i,i,i,i,i,i
COc1ccc(CNC(=O)C2CCN(C(=O)[C@@H](CC(C)C)NC(=O)OC(C)(C)C)CC2)cc1,/,i,i,i,/,i,i,/,i,i,/
Cc1ccc(CCNC(=O)CCS(=O)(=O)c2ccc3nc(C)sc3c2)cc1,i,i,i,i,i,i,i,i,i,i,i
O=C(CC12CC3CC(CC(C3)C1)C2)NC(=S)Nc1ccc(CN2CCOCC2)cc1,i,i,i,i,i,i,i,i,i,i,i
O=C(N1CCCCC1)C1(c2ccccc2)CCOCC1,i,i,i,i,i,i,i,i,i,i,i
CCn1nc(C)cc1C(=O)N1CCCC(C(=O)c2ccc(OC)cc2C)C1 (stereo not given),i,i,i,i,i,i,i,i,i,i,i
Cc1cc2[nH]c(=O)c(=O)[nH]c2cc1S(=O)(=O)Nc1cccc(F)c1,i,i,i,i,i,i,i,i,i,i,i
O=C1Nc2ccccc2C(O)(C(=O)NCc2ccc3c(c2)OCO3)N1c1ccc(Cl)c(Cl)c1 (stereo not given),i,i,i,i,i,i,i,i,i,i,i
CCCn1c2ccccc2c2cnn(CC(=O)NCCN(CC)CC)c(=O)c21,i,i,i,i,i,i,i,i,i,i,i
Cc1ccc(C(=O)NCc2ccco2)c(C)c1,i,i,i,i,i,i,i,i,i,i,i
O=C(O)C1(P(=O)(c2ccc(Cl)cc2)c2ccc(Cl)cc2)CC1,i,i,i,i,i,i,i,i,i,i,i
CC(C)C(=O)Nc1nc(-c2ccc3c(c2)CCN3C(=O)C2CC2)cs1,i,i,i,i,i,i,i,i,i,i,i
Cc1ccc2nc(SCC(=O)N/N=C/c3ccco3)cc(C)c2c1,i,i,i,i,i,i,i,i,i,i,i
O=C(N/N=C/c1cn(-c2ccccc2)nc1-c1cccs1)c1ccncc1,i,i,i,i,i,i,i,i,i,i,i
CC(=O)Nc1ccc(C(=O)CSc2nnnn2C)cc1,i,i,i,i,i,i,i,i,i,i,i
CSc1ccc(CN(C)CC(=O)NCc2ccc(F)cc2)cc1,i,i,i,i,i,i,i,i,i,i,i
COC(=O)C1=C(C)N(C2CCCCC2)C(=O)/C1=C\c1cccs1,i,5.71*,i,i,i,i,i,i,i,i,i
O=C1C(C=Nc2ccccc2)=C(O)c2ccccc21,i,i,i,i,i,i,i,i,i,i,i
O=C(NC1CCCC1)C1CC1c1ccccc1 (stereo not given),i,i,i,i,i,i,i,i,i,i,i
N#C/C(=C\c1cccnc1)c1ccccc1[N+](=O)[O-],i,i,i,i,i,i,i,i,i,i,i
COC(=O)c1cc2cc(NS(=O)(=O)c3ccc(C)cc3)ccc2s1,i,i,i,i,i,i,i,i,i,i,i
CC(C)[C@H](NC(=O)CCCn1nnc2ccccc2c1=O)C(=O)O,i,i,i,i,i,i,i,i,i,i,i
O=C(CSc1cn(CCNC(=O)c2ccccc2)c2ccccc12)NCC1CCCO1 (stereo not given),i,i,i,i,i,i,i,i,i,i,i
Cc1ccccc1N1CC(c2nc3ccccc3[nH]2)CC1=O (stereo not given),i,i,i,i,i,i,i,i,i,i,i
Cc1ccccc1NC(NC(=O)c1cccnc1)C(Cl)(Cl)Cl (stereo not given),i,i,i,i,i,i,i,i,i,i,i
COc1ccc(OC)c(CNC(=O)C2CCCN(c3nc4ccccc4o3)C2)c1 (stereo not given),i,i,i,i,i,i,i,i,i,i,i
Cc1[nH]c2ccccc2c1SCC(=O)NNC(=O)Nc1ccc(OC(F)(F)F)cc1,i,i,i,i,i,i,i,i,i,i,i
COc1ccc(N2CCN(C(=O)c3oc4ccccc4c3NC(=O)CCc3cc(OC)no3)CC2)cc1,i,i,i,i,i,i,i,i,i,i,i
Cc1ccc(CNC(=O)CSCC(=O)O)cc1,i,i,i,i,i,i,i,i,i,i,i
CCOC(=O)c1cc2sccc2n1CC(=O)c1ccc2c(c1)OCCO2,i,i,i,i,i,i,i,i,i,i,i
CCN(CC(=O)Nc1ccccc1OC)C(=O)CCOc1ccc(C(C)(C)C)cc1,i,i,i,i,i,i,i,i,i,i,i
O=C(O)Cn1cnc2scc(-c3cccs3)c2c1=O,i,i,i,i,i,i,i,i,i,i,i
COc1ccc(CC(=O)N(Cc2ccccc2)c2cccc(C)c2)cc1OC,i,i,i,i,i,i,i,i,i,i,i
COc1ccc(C(=O)Nc2ccc(NC(=O)C3CC3)nc2)cc1,i,i,i,i,i,i,i,i,i,i,i
Cc1nc2c(cc1N)nc(C)n2Cc1ccccc1,i,i,i,i,i,i,i,i,i,i,i
Fc1ccc(-[n+]2nc(Nc3ccccc3)sc2-c2c3ccccc3cc3ccccc23)cc1,i,i,i,i,i,i,i,i,i,i,i

# Remaining list, next part:
SMILES,MrgX1 PAM,RGS4 inh,TRPC4 potent,TRPC6 activator,MrgX1 ag,TRPC4 act,ANO1 activ,ANO1 block,TRPC4 block,TRPC6 inh,MrgX1 antagonist
O=C(NCc1cccnc1)c1ccc([N+](=O)[O-])cc1,i,i,i,i,i,i,i,i,i,i,i
COc1ccccc1CNC(=O)[C@@H]1CCCN1S(=O)(=O)c1ccc(Cl)cc1,i,i,i,i,i,i,i,i,i,i,i
CCOc1ccc(-c2nnc(-c3ccccc3)o2)cc1,i,i,i,i,i,i,i,i,i,i,i
COC(=O)c1ccc(NC(=O)COC(=O)C2CC(=O)N(Cc3ccccc3)C2)cc1 (stereo not given),i,i,i,i,i,i,i,i,i,i,i
O=C(N/N=C/c1cc([N+](=O)[O-])ccc1N1CCNCC1)c1ccc([N+](=O)[O-])cc1,i,i,i,i,i,i,i,i,i,i,i
Cc1ccc(S(=O)(=O)N(C)CC(=O)Nc2cccc3c2CCCC3)cc1,i,i,i,i,i,i,i,i,/,i,i
CC1(C)OC(C(N)=O)C(C(N)=O)O1 (stereo not given),i,i,i,i,i,i,i,i,i,i,i
COc1ccc(-n2cnnc2SCC(=O)N(C)c2ccccc2)cc1,i,i,i,i,i,i,i,i,i,i,i
CCS(=O)(=O)c1nc(S(=O)(=O)c2ccc(Cl)cc2)c(NCCN2CCOCC2)s1,i,i,i,i,i,i,i,i,i,i,i
COc1cc(/C=N/NC(=O)c2ccncc2)ccc1OC(C)=O,i,i,i,i,i,i,i,i,i,i,i
COc1cc2c(cc1OC)CN(C(=O)c1ccc([N+](=O)[O-])o1)CC2,i,i,i,i,i,i,i,i,i,i,i
COc1cc(/C=C2\SC(=S)N(CC(=O)NC(C)(C)C)C2=O)cc(OC)c1OC,/,i,i,i,/,i,i,/,i,i,/
c1ccc(Cn2nnc3c(NCCN4CCOCC4)ncnc32)cc1,i,i,i,i,i,i,i,i,i,i,i
O=C(O)c1c2c(nc3ccc(S(=O)(=O)N4CCC(C(=O)NC5CCCCCC5)CC4)cc13)CCCC2,i,i,i,i,i,i,i,i,i,i,i
CCCN(C(=O)CCl)C1=CCCCC1,i,i,i,i,i,i,i,i,i,i,i
O=C(CN1C(=O)COc2ccc(S(=O)(=O)N3CCCCC3)cc21)NCc1ccc(F)cc1,i,i,i,i,i,i,i,i,i,i,i
CC(=O)Nc1ccc(S(=O)(=O)NCC(=O)NC(C)c2ccc(S(N)(=O)=O)cc2)cc1 (stereo not given),i,i,i,i,i,i,i,i,i,i,i
COc1ccc(S(=O)(=O)N2CCCOC2CNC(=O)C(=O)NC2CCCC2)cc1 (stereo not given),i,i,i,i,i,i,i,i,i,i,i
C/C(=N\OC(=O)c1ccccc1)c1cc(-c2ccc(Cl)cc2)no1,i,i,i,i,i,i,i,i,i,i,i
Cc1occc1C(=O)NNC(=O)NC12CC3CC(CC(C3)C1)C2,i,i,i,i,i,i,i,i,i,i,i

# Bioassay records: PubChem BioAssay, Johns Hopkins Ion Channel Center
